Bioassay records from PubChem.
SENP6 block – SENP6 protease inhibition; inhibition, % at 10 µM; Recombinant SENP6 catalytic domain, aminoluciferin luminescence; Q9GZR1; AID 2599; actives 1.8% (n = 330,000);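 active = inhibition above about 50% at the single tested dose, limit read from the data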;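 also: plate controls were DMSO wells with enzyme for no effect and DMSO wells lacking enzyme for full effect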
PfG6PD inh – PfG6PD (Plasmodium falciparum) enzyme inhibition | actives 0.78% (n = 350,000) | PfGluPho enzyme, NADPH resazurin-diaphorase fluorescence | inhibition, % at 20 µM | AID 504690;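 active = inhibition reaching at least a set limit at 20 µM in the primary screen, cut at about 59% in these data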;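 also: 0% = DMSO wells with substrate and 100% = DMSO wells lacking glucose-6-phosphate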
ATG4B inh – inhibitors of human ATG4B cysteine protease; ATG4B cleavage of LC3-PLA2, NBD-HPC fluorescence, 1 h; inhibition, % at 8.33 µM; actives 0.51% (n = 340,000); in the data active = inhibition above about 40%
Target sequence (Q9Y4P1 whole entry, looked up): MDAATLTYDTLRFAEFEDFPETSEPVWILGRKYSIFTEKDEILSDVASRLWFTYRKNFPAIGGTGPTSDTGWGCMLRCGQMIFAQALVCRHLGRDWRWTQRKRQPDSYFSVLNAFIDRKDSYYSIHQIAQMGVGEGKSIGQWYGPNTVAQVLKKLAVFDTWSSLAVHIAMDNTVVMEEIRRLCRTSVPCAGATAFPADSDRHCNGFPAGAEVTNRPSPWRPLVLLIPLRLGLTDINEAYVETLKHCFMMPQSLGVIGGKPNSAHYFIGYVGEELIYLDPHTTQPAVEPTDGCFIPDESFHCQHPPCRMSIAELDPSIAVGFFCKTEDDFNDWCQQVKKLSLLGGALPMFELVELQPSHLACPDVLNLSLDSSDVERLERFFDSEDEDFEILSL
MPTP block – permeability transition pore inhibition; isolated mouse mitochondria, Ca2+ swelling absorbance, 30 min; inhibition, % at 10 µM; actives 1.4% (n = 360,000); AID 602449;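 active = inhibition of 50% or more, scaled per plate between neutral and stimulator controls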;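 also: 0% = DMSO wells given calcium and 100% = 1 mM EGTA wells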
NR3A LBD binder – modulators (binders) of human NR3A ligand-binding domain; AID 1259313; actives 2.5% (n = 340,000); Tm shift relative to glycine control, % at 25 µM; NR3A LBD differential scanning fluorimetry, Tm shift; 0% = protein alone, 100% = glycine-bound protein;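 active = melting temperature shift of at least 10% of the positive control shift, at one fixed dose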
hIAP act – human IAP activation | P09923 | purified human IAP, CDP-Star luminescence, 30 min; active compounds read high; 1 = vehicle-only enzyme, 0 = enzyme-free background | activation factor at 10 µM | actives 0.16% (n = 330,000);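 active = activation factor of the enzyme at least 2-fold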; also: the source names both 10 and 20 µM as test concentration; values of inactives mirror those of a sister screen read the other way
Target sequence (P09923 whole entry, looked up): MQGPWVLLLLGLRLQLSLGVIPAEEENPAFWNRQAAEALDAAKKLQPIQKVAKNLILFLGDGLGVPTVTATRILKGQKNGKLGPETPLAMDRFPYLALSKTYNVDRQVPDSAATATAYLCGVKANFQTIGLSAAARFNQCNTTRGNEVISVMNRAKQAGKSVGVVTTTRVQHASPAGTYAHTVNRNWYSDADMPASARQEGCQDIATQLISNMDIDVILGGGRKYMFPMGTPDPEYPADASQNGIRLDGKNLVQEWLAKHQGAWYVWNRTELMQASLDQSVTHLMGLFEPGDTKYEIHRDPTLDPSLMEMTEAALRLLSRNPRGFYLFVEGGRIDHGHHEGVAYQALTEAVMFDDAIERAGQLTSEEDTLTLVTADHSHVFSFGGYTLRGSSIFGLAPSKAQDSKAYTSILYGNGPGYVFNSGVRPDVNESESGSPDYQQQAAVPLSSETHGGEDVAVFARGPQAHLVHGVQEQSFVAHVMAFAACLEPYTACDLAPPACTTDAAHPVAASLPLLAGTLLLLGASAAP
SENP1 inh – SENP1 (human) catalytic domain inhibition; AID 624204; actives 0.21% (n = 360,000); recombinant SENP1 catalytic domain, CyPet-SUMO1-YPet FRET cleavage; inhibition, % at 10 µM;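 active = inhibition at least 30% at 10 µM, raw YFP signal under a set limit, fluorescence ratio 0.5 to 1.5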;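 also: 0% = enzyme with DMSO and 100% = no enzyme wells; some results filed as inactive read as strong as hits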
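Assay system: hSENP1 catalytic domain, recombinant. Amount: SENP1 enzyme, 20 pM final. Schedule: 50 min reaction, RT, dark. Technique: FRET, CFP and YFP emission. Control set: no-enzyme wells low, DMSO-plus-enzyme wells high control.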
SENP8 inh – inhibitors of human SENP8 protease | Q96LD8 | recombinant SENP8, Nedd8 substrate fluorescence | inhibition, % at 20 µM | actives 0.64% (n = 360,000) | AID 602440; in the data active = inhibition mostly above about 40%, no sharp cut-off; inactive = mostly below about 27%
Starred values were filed as active, the others as inactive; / = no result given.

SMILES	SENP6 block	PfG6PD inh	ATG4B inh	MPTP block	NR3A LBD binder	hIAP act	SENP1 inh	SENP8 inh
O=S(=O)(/N=C(\c1ccc(F)cc1)N1CCOCC1)c1ccccc1	/	-8.5	/	-0.5	/	/	0.9	11.5
COc1cc(SC)ccc1C(=O)Nc1ccc(C)cc1	-13.3	61.4*	-5.3	-0.9	-0.3	0.843	0.7	7.1
CN(C)/C=C/C(=O)c1ccc(-n2cccc2)cc1	-4.9	5.8	-6.2	-0.2	-13.2	1.07	-27.6	-3.7
Cc1cc(C(F)F)n2ncc(C(=O)NC3CCCCCC3)c2n1	-42.6	-12.8	-3.6	1.1	-0.2	1.09	0.7	-46.6
S=C1NC[C@H](Cc2ccccc2)N1CCCCC1CCCCC1	-9.6	6.3	-3.7	-1.1	-14.2	1.03	1.1	12.1
CCOC(=O)C1=C(C)NC(=O)NC1c1c(OC)ccc2ccccc12 (configuration not stated)	5.3	-9.7	-5.7	-1.3	4.8	1.06	0.2	3.1
CCOC(=O)C1C(=O)NC(N2CCN(CC)CC2)=NC1c1ccccc1 (configuration not stated)	-14.1	-7.7	-10.5	-0.2	0.3	1.08	0.2	0.3
COc1ccc(N2C(=O)[C@H]3[C@@H](C2=O)C2c4ccccc4C=NN2[C@H]3C(=O)C(C)(C)C)cc1 (some centres not stated)	12.8	4.6	-3.2	1.7	-0.1	0.978	2.8	20.9
CCOc1ccc2nc(NC(=O)CSc3ccccc3)sc2c1	-22.3	-26.8	-11.9	-0.9	29.5*	1.06	0.1	14.2
C/C(=N/NC(=O)c1ccc(C)nc1)c1ccc2c(c1)CCCC2	1.9	-5.7	-5.9	-0.2	-1.1	1.35	0.4	11.1
N#Cc1nc(-c2ccco2)oc1NCc1ccccc1Cl	-1.5	-1.2	20.6	5.0	6.2	1.14	-1.4	-307.6
CN(Cc1ccccc1)C(=O)Cn1nc(C(F)(F)F)c2c1CCC2	-1.9	3.6	2.2	-0.5	2.6	0.982	1.5	5.2
NC(=O)C1CCN(C(c2ccccc2F)c2nnnn2Cc2ccco2)CC1 (configuration not stated)	-13.5	-2.4	-10.1	-0.6	2.1	1.02	-4.0	10.9
CC(C)Nc1ncnc2c1cnn2Cc1ccc(Cl)cc1	-3.2	11.5	-7.2	1.6	0.5	0.912	0.2	19.4
COc1ccc(-n2nc3c(c2NC(C)=O)CS(=O)(=O)C3)cc1	5.1	-11.9	0.3	-0.4	0.6	0.968	1.3	12.6
CCOCCCNC(=O)C(NC(=O)Cc1cccs1)c1ccc(Cl)cc1 (configuration not stated)	-12.1	0.0	-6.4	7.6	0.8	0.904	1.2	5.2
CC(C)(C)c1ccc(/C=N/n2cnnc2)cc1	-20.1	-6.2	-4.6	-0.2	1.0	0.922	1.3	15.1
CC(C)n1ncc2c(C(=O)N3CCN(Cc4ccc(Br)s4)CC3)cc(C3CC3)nc21	-3.2	3.0	6.1	0.2	-0.1	0.789	-0.4	-47.5
CCc1ccc(CNC(=O)CCS(=O)(=O)Cc2ccc(C)cc2)cc1	-14.3	-14.9	-5.1	1.6	-1.6	1.28	1.1	-17.6
COCCN(CCOC)S(=O)(=O)c1ccc(C(=O)NCCCN2CCOCC2)cc1	-27.0	-18.7	-1.9	1.0	1.5	1.25	1.4	17.2
CSCCC(NC(=O)c1ccc(Cl)cc1Cl)C(=O)NCc1ccncc1 (configuration not stated)	-5.3	-6.8	8.8	-0.9	1.2	1.08	-1.0	-2.9
COc1ccc(-c2c(C)nn3c(N4CCN(Cc5ccccc5)CC4)cc(C)nc23)cc1OC	-21.7	22.1	-9.7	-1.3	-1.0	1.03	-0.9	-19.1
Cc1cc(C)c2sc(NC(=O)C3=COCCO3)nc2c1	66.8*	75.5*	-3.6	-1.2	3.3	1.11	-1.8	-27.0
Cc1cc(C)c2c(n1)sc1c(=O)n(-c3ccccc3)c(=O)[nH]c12	-4.4	3.2	2.3	-1.4	3.5	0.944	-4.5	-321.4
NC(=O)C1CCCN(C(=O)c2ccc3nc(Cc4cccc(Cl)c4)oc3c2)C1 (configuration not stated)	3.6	4.8	4.8	-1.5	-3.0	0.817	-0.6	9.6
CCCN(CC(=O)Nc1ccccc1C)C(=O)c1ccc(S(=O)(=O)N2CCCCC2)cc1	-12.1	-11.1	-6.4	-0.3	0.2	0.956	1.7	-1.8
COc1ccc(CNC(=O)C2CCN(S(=O)(=O)c3ccc4c(c3)NC(=O)CO4)CC2)cc1	-6.9	-6.7	1.1	0.2	1.7	0.932	1.5	-4.0
COCCCNC(=O)c1cccc(NC(=O)c2ccccc2)c1	0.8	2.6	-7.5	0.2	1.9	0.897	-0.6	11.2
CCN(CC)S(=O)(=O)c1ccc(N2CCOCC2)c(NC(=O)c2ccco2)c1	-20.3	-4.6	-8.1	0.4	-0.8	1.22	0.8	2.3
Cc1nc2ccccc2n1Cc1n[nH]c(=S)n1-c1ccc(Cl)cc1	4.9	4.6	-1.1	-0.7	0.5	1.03	3.4	-2.5
O=C(Nc1nnc(-c2ccccc2F)s1)C1CCCO1 (configuration not stated)	-7.0	10.3	-7.9	0.6	0.0	1.06	-0.6	-2.7
COc1ccc2cc3cc(C(=O)N4CCN(C5CCCCC5)CC4)oc3nc2c1	4.3	2.2	9.7	1.9	-0.2	1.26	-3.4	-442.5
CCCOc1ccccc1NC(=O)/C=C/C(N)=O	-1.6	-6.2	7.0	-3.0	0.9	0.838	0.6	8.5
COc1ccc(-c2noc(CCCOc3ccccc3)n2)cc1OC	-9.1	13.7	8.4	0.2	-1.5	1.06	-0.6	8.0
O=c1c2ccccc2sn1-c1cccc(Cl)c1	/	127.8*	/	25.2	/	/	0.2	16.1
Cc1ccc(S(=O)(=O)N2CCCCC2)cc1NC(=O)COC(=O)c1ccccc1F	-5.8	-15.1	2.7	-0.6	-1.0	1.1	2.9	3.4
CCC(CC)C(=O)Nc1cccc(-c2ccc3nncn3n2)c1	4.9	9.0	-13.7	-0.8	-0.4	1.07	1.1	-18.8
COC(=O)c1cc2c(n1S(=O)(=O)c1ccc(C)cc1)C(=O)C(=O)c1[nH]cc(C(=O)OCc3ccccc3)c1-2	/	77.5*	-13.3	0.0	-1.0	/	0.2	108.4*
CCN1CCCC1CNC(=O)c1cn(C)c2ccc(S(=O)(=O)N3CCCCCC3)cc2c1=O (configuration not stated)	/	-13.7	-7.4	-0.5	-0.3	/	-0.5	13.1
CCN(CC)c1ccc(/C=N/OCC(=O)N2CCCc3ccccc32)cc1	-2.4	11.2	26.5	-3.3	-0.7	0.94	-0.1	-239.1
Cc1nnc(SCc2ccccc2Cl)n1CC1CCCO1 (configuration not stated)	-5.8	-6.6	-11.1	-0.1	3.0	0.894	0.0	11.2
CCSc1ncc(C)cc1[N+](=O)[O-]	5.1	-9.2	-8.5	0.8	-1.5	0.948	-0.5	12.7
CCOC(=O)c1sc(N(Cc2ccccc2)C(=O)CSc2nnc(C3CC3)n2N)nc1C	-2.9	-4.8	4.7	0.3	-0.6	0.784	1.6	9.7
COc1cc(SC)ccc1C(=O)N1CCCCCC1	-10.2	-12.1	-2.3	1.4	0.0	1.27	-0.8	6.3
Cc1ccc(Nc2ccc(N3CCN(c4ccc([N+](=O)[O-])cc4)CC3)nn2)cc1	-11.0	8.3	-7.0	3.4	4.4	1	0.5	12.2
S=C(NCc1ccncc1)Nc1ccc(Br)cc1	-13.5	-4.5	4.2	1.1	-6.0	1.12	0.5	-10.0
CCOC(=O)c1cc(C)n(-n2cnnc2)c1C	-1.3	-9.4	0.3	-1.0	-1.0	1.13	-0.9	10.9
COC(C[C@H]1O[C@H]1C(=O)[C@H](C)OCc1ccccc1)OC	-29.6	-1.9	-2.7	-1.2	-3.6	0.927	3.2	3.9
COc1cccc(CC(=O)N2CCCC(CCC(=O)N3CCN(c4ccccn4)CC3)C2)c1 (configuration not stated)	7.6	-6.0	-6.3	-0.2	0.3	1.02	-1.0	-16.2
COC(=O)CCNC(=O)CCc1ccc(S(=O)(=O)N2CCCCCC2)cc1	-4.2	-2.5	2.6	-2.1	2.4	0.994	1.5	23.8
COC(=O)C1=NNC2(C)C(=O)N(c3ccc(C)cc3)C(=O)C12 (configuration not stated)	-9.3	-6.0	-3.8	2.0	1.0	1.01	2.1	15.6
O=C(COC(=O)C12CC3CC(CC(C3)C1)C2)Nc1ccc([N+](=O)[O-])cc1Cl	-0.5	10.0	10.4	5.9	-14.4	1.24	2.4	21.7
Cc1cc(C(=O)c2ccccc2)c(NC(=O)CCl)s1	-11.0	-4.4	-4.1	1.5	0.6	0.998	1.7	16.2
O=C(Nc1cccnc1)c1ccc(C(=O)Nc2cccnc2)cc1	2.5	-9.9	3.1	-1.4	-4.0	1.05	0.8	12.2
CCNc1ccc2c(Cl)cc(=O)oc2c1	-4.6	8.8	-5.3	3.3	-0.1	0.928	-26.9	-348.6
Cc1cccc(NC(=O)CSc2nc(N)c(NC(=O)c3ccccc3F)c(=O)[nH]2)c1	-4.8	-22.6	-0.3	1.9	-1.3	0.701	2.5	9.3
CCN(Cc1ccncc1)C(=S)Nc1ccc(Cl)cc1	1.7	-4.3	-3.0	14.8	-1.2	1.08	-1.0	2.9
CNc1nc(CC(C)=O)ns1	-0.7	-7.7	0.6	-0.1	0.5	1.11	3.5	31.2
COc1cccc2cc(C(=O)C3=C(O)C(=O)N(c4cc(C)on4)C3c3cccs3)oc12 (configuration not stated)	4.8	-30.8	12.2	0.7	-9.3	1.21	-29.9	-44.0
CN(C)c1nc(Oc2ccc(=O)n(-c3ccccc3)n2)nc(N2CCOCC2)n1	-0.7	-9.6	4.5	2.6	-2.6	1.14	-1.5	7.7
Cc1ccc(Cn2ccc(NC(=O)C3C4CCC(C4)C3C(=O)O)n2)cc1 (configuration not stated)	13.1	-7.5	-1.1	2.8	1.7	1.09	2.0	5.9
COc1ccc(-c2cc(C(=O)N3CCCCCC3)c3cc(C)ccc3n2)cc1	4.9	16.2	3.2	0.5	0.1	0.984	1.7	-280.6
O=C(NCc1ccco1)C1CCCN1C(=O)Nc1ccccc1[N+](=O)[O-] (configuration not stated)	2.1	1.6	-2.3	-0.3	-0.6	1.09	-0.9	11.2
